Screens from PubChem.
PNC assembly inh = blocks assembly of the perinucleolar compartment; PC3M PTB-GFP, PNC prevalence imaging, 16 h; active compounds read low; activity change (PNC), negative = inhibition, % at 10 µM; hit rate 3.1% among 140,000;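 active = readout at or below -70, meaning at least 70% loss of cells showing the perinucleolar compartment, a nuclear body marking cancer cells; inconclusive = readout between -30 and a set limit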;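 note: plate controls were DMSO wells for no effect and camptothecin positive control wells for full effect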
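Read-out is percentage of cells bearing a perinucleolar compartment, from automated 20x imaging of fixed, Hoechst-stained PC3M PTB-GFP cells. Cells were seeded 4 h, then exposed 16 h to compound (23 nl of library stock) in duplicate plates.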
IMPase cell inh = cell-permeable inhibitors of inositol monophosphatase (IMPase); CHO-M1 cells, IP1 accumulation, HTRF TR-FRET ratio; inhibition (IP1 accumulation), % at 46.1 µM; 120,000 tested, under 10 active; active = well fitted curve in the direction sought with a large enough effect in the signal ratio, not every such curve was filed as active; inconclusive = small, poorly fitted or top-dose-only effect, or a change in a side signal; inactive = no such curve, though single readings can be large or run the other way; the % refers to the signal ratio;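 note: cells stimulated with carbachol in lithium chloride buffer; plate controls were DMSO basal wells for no effect and reference inhibitor wells for full effect; higher means more IMPase inhibition seen as more IP1 and lower FRET ratio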
Target sequence (P97697 whole entry, looked up): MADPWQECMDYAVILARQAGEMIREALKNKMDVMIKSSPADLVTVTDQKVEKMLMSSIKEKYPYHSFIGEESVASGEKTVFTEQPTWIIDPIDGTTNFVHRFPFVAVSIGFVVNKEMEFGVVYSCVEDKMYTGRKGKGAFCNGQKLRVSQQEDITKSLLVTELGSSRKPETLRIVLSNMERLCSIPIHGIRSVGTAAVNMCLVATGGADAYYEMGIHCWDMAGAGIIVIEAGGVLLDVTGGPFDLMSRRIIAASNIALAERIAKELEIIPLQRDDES
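Elevated IP1 in lysates lowers TR-FRET signal (665/620 ratio and 620 channel reported). Cells were CHO-M1, given carbachol (50 uM as added) plus 50mM LiCl, pH 7.4, 30 min, 37C; compounds titrated up to 46 uM; AC50 by Hill equation.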
15-hLO-2 inh = inhibitors of human 15-lipoxygenase 2 (ALOX15B). O15296. purified 15hLO-2, xylenol orange hydroperoxide absorbance. Potency, µM (series often up to 57.1 µM), without a hit: at the top dose activity change, negative = inhibition, usual class: inhibitors. hit rate 0.56% among 110,000. AID 881; note: potency is the fitted concentration of half-maximal effect; nearly all actives have a fitted effect of over 60% in size; many of its hits are not listed in these tables
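Purified human 15hLO-2 (50 nM final) preincubated with compounds 15 min at room temperature in 25 mM Hepes pH 7.5, 0.01% Triton X-100, then 45 uM arachidonic acid added for 90 min; hydroperoxide detected via ferrous/xylenol orange, 573/405 nm absorbance ratio.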
ALOX12 inhib = inhibitors of human 12-lipoxygenase (ALOX12) | Potency, µM (doses to about 57.1 µM), without a hit: at the top dose activity change, negative = inhibition, hits mostly inhibitors | P18054 | purified 12-hLO, xylenol orange hydroperoxide absorbance | hit rate 0.12% among 150,000; note: potency is the fitted concentration of half-maximal effect; nearly all actives have a fitted effect of over 55% in size; many of its hits are not listed in these tables
Target sequence (P18054 whole entry, looked up): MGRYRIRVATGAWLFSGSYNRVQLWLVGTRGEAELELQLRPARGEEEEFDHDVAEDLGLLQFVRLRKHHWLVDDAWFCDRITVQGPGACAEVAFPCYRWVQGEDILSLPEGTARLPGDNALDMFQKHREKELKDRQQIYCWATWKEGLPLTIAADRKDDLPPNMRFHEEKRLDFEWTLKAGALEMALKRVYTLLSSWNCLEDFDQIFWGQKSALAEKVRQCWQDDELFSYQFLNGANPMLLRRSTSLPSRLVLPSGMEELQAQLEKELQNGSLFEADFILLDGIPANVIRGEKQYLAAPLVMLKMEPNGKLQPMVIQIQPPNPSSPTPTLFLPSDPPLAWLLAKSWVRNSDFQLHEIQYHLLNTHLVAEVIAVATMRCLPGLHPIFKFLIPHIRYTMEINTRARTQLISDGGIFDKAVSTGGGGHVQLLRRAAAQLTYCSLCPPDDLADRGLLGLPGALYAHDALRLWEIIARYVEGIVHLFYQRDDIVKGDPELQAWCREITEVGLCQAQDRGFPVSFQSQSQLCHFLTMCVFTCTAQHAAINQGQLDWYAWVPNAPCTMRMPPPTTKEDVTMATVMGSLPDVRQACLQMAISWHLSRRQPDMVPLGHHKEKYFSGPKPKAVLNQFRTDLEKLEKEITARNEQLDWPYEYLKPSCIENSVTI
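150 nM 12hLO, 25 mM Hepes pH 7.0 + 0.01% Triton X-100; cpd preinc 15 min RT; 40 uM arachidonic acid, 30 min RT; Fe-XO 30 min; A573/A405 ratio as read-out.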
* = called active by the depositor; ? = inconclusive; . = not tested or not shown; [ ] = remark or other dose. Unless noted, calls come from the whole dose curve; as a rule, active = well fitted curve in the direction sought with a large enough effect; inconclusive = small, poorly fitted or top-dose-only effect, or another doubt; inactive = no such curve, though single readings can be large; an effect the other way counts as inactive or inconclusive. Unless noted, % is set by controls: 0 for no effect and ±100 for the full control effect. Only part of the results is shown; count on the stated rates, not on these rows.

canonical_smiles	PNC assembly inh	IMPase cell inh	15-hLO-2 inh	ALOX12 inhib
COC(=O)C1=C(O)/C(=C\c2ccc(CNS(=O)(=O)c3ccccc3)o2)N=C1C	28	.	.	-13%
Nc1nnc(-c2ccccc2)s1	14	?	1%	0%
CC(=O)Nc1cccc(NC(=O)CCCC(=O)O)c1	44	2	2%	1%
O=C(COc1ccc(Br)cc1)Nc1ccc(-c2nnc(-c3ccco3)o2)cc1	-3	4	3%[2.29 µM]	9%
CCOC(=O)CNC(=O)c1sc2ncnc(N3CCc4ccccc4C3)c2c1C	30	-3	-8%	6%
O=C(CSc1nnc(-c2cccnc2)n1CCc1ccccc1)N1CCCCC1	0	-5	3%	-3%
Cc1ccc(NC(=O)OCCN2CCN(S(=O)(=O)c3ccc(C)cc3)CCC2=O)cc1	23	.	16%[0.0915 µM]	-7%[0.00818 µM]
C#CCOCCOCCOCCNc1nc(N2CCN(C(=O)[C@H](C(C)C)n3cc(CCO)nn3)CC2)nc(N2CCN(C(=O)[C@H](C(C)C)n3cc(CCO)nn3)CC2)n1	40	.	.	0%
CC(C)c1nc2c(c(=O)c3ccccc3n2C)c(=O)n1-c1ccc(F)cc1	23	.	.	-2%
C=C1C2C[C@H](O)C(C)(C)[C@@]2(O)[C@H](O)C[C@]23C[C@@](C)(O)[C@H](CC[C@H]12)[C@H]3O (stereo partly drawn)	-1	.	.	0%
C=CCn1c(=O)c2ccccc2n2c(SCc3nc4ccccc4s3)nnc12	29	-1	-10%	0%
O=C(NCCc1ccccc1)C1CCCN(S(=O)(=O)c2cnc[nH]2)C1 (stereo not drawn)	?	0	5%	1%
Cc1ccc(NC(=O)N(Cc2nc3ccccc3c(=O)[nH]2)Cc2cccs2)cc1	27	-12	.	-1%
COC(=O)C(Oc1ccc2c(-c3ccc(OC)cc3)cc(=O)oc2c1)c1ccccc1 (stereo not drawn)	-28	12	.	-3%
CCCCNC(=O)CCNS(=O)(=O)c1ccc(Br)cc1	25	-2	1%	2%
CCOC(=O)CSc1nc2ccc(S(=O)(=O)N3CCOCC3)cc2[nH]1	35	-6	-4%	-3%
CC(C)OP(=O)(OC(C)C)C(NC(=O)c1ccc(Br)cc1)c1ccccc1 (stereo not drawn)	?	9	?	-1%
CC(C)(C)NC(=O)C(Cc1ccccc1)NS(=O)(=O)c1cccc2nsnc12 (stereo not drawn)	13	7	-1%	0%
CCn1cc(SCC(N)=O)c2ccccc21	?	2	-6%	3%
O=C(CSc1nncn1-c1ccccc1)NCc1cccs1	-16	4	-1%	-4%
CN1[C@@H](c2ccccc2)CC(=NO)C[C@H]1c1ccccc1	.	.	-3%[11.4 µM]	3%[11.4 µM]
O=C(O)CSc1nnc(-c2ccccc2)o1	10	-1	5%	0%
N#Cc1c2c(c(N3CCN(CCO)CC3)n3c1nc1ccccc13)CCCC2	52	5	31%[activator]	0%
CCN(CC)c1ccc2cc(-c3nc(-c4ccc(OC)cc4)cs3)c(=O)oc2c1	25	0	.	1%
COc1ccccc1/C=C/C(=O)N1CCOCC1	51	4	1%	3%
CN1CC2CCCC3(C1)C(=O)NC1(CCCCC1)N=C23 (stereo not drawn)	4	0	9%	1%
COc1ccc(NC(=O)C2CCCNC2)cc1OCC(C)C (stereo not drawn)	23	-8	6%	-2%
O=C(NCCc1c[nH]c2ccccc12)c1ccc(S(=O)(=O)NCc2ccco2)cc1	-4	2	1%	1%
Cc1ccc(-n2c(SCC(=O)Nc3ccc4c(c3)OCO4)nnc2-c2ccccn2)cc1	-23	?	0%	1%
c1ccc(-c2nc3ccccc3o2)nc1	-16	-1	3%	-1%
C/C(=N\Nc1ccc(Cl)c(Cl)c1)c1ccc(-n2ccnc2)cc1	?	.	.	-30%
Cc1ccc(-n2c(SCC(=O)Nc3cccc(S(N)(=O)=O)c3)nc3ccccc32)cc1	-15	.	.	-4%
COc1ccc(-c2nnc(SCC(=O)N3CCCc4ccccc43)o2)cc1OC	?	2	.	3%
CC1=C(NCCc2ccccc2)CCC1=O	30	0	-5%	-4%
CC1=C(C/C=C(\C)CCCC(C)CCCC(C)CCCC(C)C)C(=O)c2ccccc2C1=O (stereo not drawn)	.	.	-20%[0.0915 µM]	-6%[0.00818 µM]
CCn1c(=O)c(C(=O)CN2CC(C)OC(C)C2)c(N)n(Cc2ccccc2)c1=O (stereo not drawn)	-18	-8	-5%	0%
CN(c1ccccc1)C(c1ccc(F)cc1)c1nnnn1CC1CCCO1 (stereo not drawn)	18	8	0%	-1%
CN(C)c1nc(N)nc(CSc2nc3cc(Cl)ccc3o2)n1	?	2	-7%	-1%
COc1ccc(COc2cc(-c3cccc(OC)c3)nc3ccc(NC(=O)c4ccc(Cl)cc4)cc23)cc1	-22	.	15%[0.0915 µM]	-2%[0.00818 µM]
Cc1cccc(NC(=O)Cn2c(=O)n(CCc3c[nH]c4ccccc34)c(=O)c3cccnc32)c1	8	.	.	-4%
CC1(C)Cc2ccccc2-c2nnc(-c3ccccn3)n21	5	0	2%	-2%
O=C(NN1C(=O)c2ccccc2C1=O)C1CCCCC1	?	-1	3%	2%
COc1cc(OC)cc(C(=O)N(CCCN2C(=O)c3cccc4cccc(c34)C2=O)c2cccc(OC)c2)c1	?	13	.	-4%
COc1ccccc1C(=O)NCc1ccc(-c2nc3ccccc3s2)cc1	?	.	.	-3%
Cn1c(SCC(=O)NCc2cccs2)nnc1-c1ccncc1	?	3	2%	-3%
CCCn1c(CN2CCN(c3cccc(Cl)c3)CC2)nc2c1c(=O)n(C)c(=O)n2C	15	4	-5%	5%
COc1ccccc1Nc1ccc(C(=O)NC2CCCCC2)cn1	-23	-2	5%	-3%
CCC(C)NC(=O)CCC(=O)Nc1ccc2nc(N3CCOCC3)cc(C)c2c1 (stereo not drawn)	1	0	-1%	-6%
Cn1c(NCCc2ccccc2)cc(=O)n(C)c1=O	-22	-13	0%	7%
COc1cc(C(=O)Nc2ccccc2N2CCOCC2)ccc1OCc1c(C)noc1C	-14	.	.	2%
O=C(CSc1ncccn1)NCCc1ccccc1	5	-1	-1%	0%
COc1cccc(-c2nnn(CC(=O)O)n2)c1	-91*	-6	3%	-6%
O=C(Nc1ccc(C(=O)N2CCCC2)cc1)c1ccc2c(c1)OCO2	-17	-2	0%	-1%
CCCc1cc(N2CCCC(C(=O)Nc3ccc(OC)cc3OC)C2)n2ncnc2n1 (stereo not drawn)	27	-13	-1%	2%
Cc1cc(=O)n(-c2ccc3ccccc3n2)[nH]1	20	0	24%	-4%
Cc1sc2nc(CSc3ccccc3)nc(N3CCOCC3)c2c1C	11	.	.	-1%
CCOc1ccc(Br)cc1CNCCN1CCOCC1	19	.	.	-1%
N#Cc1nc(-c2ccc(F)cc2)oc1NCCN1CCOCC1	?	-1	4%	6%
NNC(=O)CNC(c1ccccc1)c1cc(Br)ccc1NC(=O)CCN1CCOCC1 (stereo not drawn)	15	5	62%[activator]	?
COc1cccc(/C=N/Nc2snc(SC)c2C#N)c1O	0	.	.	-16%

Additional compounds follow:
canonical_smiles	PNC assembly inh	IMPase cell inh	15-hLO-2 inh	ALOX12 inhib
Cc1nc(NCCO)c2nnn(Cc3ccccc3F)c2n1	-93*	-4	0%	2%
CC(=O)c1ccc(-n2c(SCC(=O)c3c[nH]c4ccccc34)nc3ccccc3c2=O)cc1	?	?	.	2%
O=C(O)c1ccc(S(=O)(=O)Cc2ccccc2)cc1	-28	0	7%	-1%
O=C(/C=C/c1cccs1)c1cc(Cl)ccc1OC(=O)N1CCOCC1	-7	8	-4%	-2%
CCCCOc1ccccc1C(=O)NCC(=O)O	18	-6	11%	-1%
COc1ccc(OC)c(-c2nnc(SCC(=O)NC3CCCCC3)o2)c1	-21	3	0%	-4%
CSc1ccccc1C(=O)NCc1ccc2c(c1)OCO2	46	7	12%	-6%
COC(=O)CCCCCCCCC(=O)Nc1nc2ccccc2s1	104	1	3%	0%
O=C(Nc1ccc(C(F)(F)F)cc1)C1CCCN1S(=O)(=O)c1cccc2cccnc12 (stereo not drawn)	23	4	4%	-3%
COC(=O)C1(O)CC(C(C)C)=NN1C(=O)c1ccccc1 (stereo not drawn)	46	.	.	-1%
Cc1ccc(C(=O)Nc2ccccc2SCC2CSc3nc4ccccc4c(=O)n32)cc1 (stereo not drawn)	?	14	-7%	-1%
COc1ccc(NC(=O)CSc2nc3c(c(=O)n2-c2ccc(F)cc2)SCC3)c(OC)c1	?	0	1%	3%
CCc1ccc(-n2c(Cn3nc(C(F)(F)F)cc3C)n[nH]c2=S)cc1	-20	1	-20%	-3%
Cc1cc(C(=O)CSc2nnc(-c3cccc(F)c3)n2N)c(C)n1Cc1ccc2c(c1)OCO2	?	5	?	-3%
COC(=O)c1ccccc1NC(=O)c1ccccc1N(C)S(=O)(=O)c1ccccc1	-17	5	.	4%
CC1CCN(c2c(NCC3CCC(C(=O)N4CCCCC4)CC3)c(=O)c2=O)CC1 (stereo not drawn)	11	1	1%	-5%
CCON1C(=O)CN(C(=O)OC)C1c1ccc(Cl)cc1Cl (stereo not drawn)	?	-1	.	4%
COc1ccc(-c2noc(CSc3nnc(Cc4ccccc4)n3-c3ccc(Cl)cc3)n2)cc1	-15	14	16%	-2%
CC(=O)c1sc(Nc2nc(C)cc(C)n2)nc1C	-11	?	4%	1%
CC1Cc2ccccc2N1C(=S)Nc1ccc(S(N)(=O)=O)cc1 (stereo not drawn)	?	.	.	-2%
Cc1nn(C)cc1-c1n[nH]c(=S)n1-c1ccc(Cl)cc1	10	.	.	-3%
Cc1ccc2[nH]c(-c3ccccc3)cc(=O)c2c1	-111*	4	-6%	-2%
Cc1nc2sc(C(c3ccco3)N3CCN(c4ccccc4)CC3)c(O)n2n1 (stereo not drawn)	16	-4	-1%	-11%
CCOc1ccc(Br)cc1S(=O)(=O)Nc1ccc(N2CCOCC2)cc1	24	1	-8%	-8%
C/C(=N/Oc1nc(C)cc(C)n1)c1ccccc1	-7	3	9%	2%
C=C(C)Cn1c(CCNC(=O)C(C)(C)C)nc2ccccc21	-29	6	1%	-2%
Cc1cc(/C=N/O)c(C)n1-c1ccccc1	0	.	.	-6%
COc1cccc(CC2CC(=O)N(CCc3ccc4c(c3)OCO4)C2=O)c1 (stereo not drawn)	-14	0	4%	-3%
COc1ccc2c(c1)C(=NO)c1cc(OC)ccc1-2	?	-3	-5%	-3%
O=C(Nc1nccs1)c1ccccc1N=Cc1ccccc1	24	-8	2%	-2%
O=C(CCC(=O)NC1CCCCCC1)Nc1nnc(C(F)(F)F)s1	3	0	0%	-1%
